# Screens (PubChem)
# KKLEB cytotox: cytotoxicity in KKLEB CF airway cells, primary screen, cytotoxicity control for CF NF-kB inhibitor project, cell-based, uHTS, fluorescence assay plates. KKLEB CF airway cells viability, ATPlite luminescence, overnight; hits give low values; cells stimulated with P. aeruginosa culture filtrate. activity change (cytotoxicity), % at 5 µM. 360,000 compounds, 0.36% hits. AID 602141, 2011;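 active = corrected activity change at or below -50% at 5 µM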
# TWEAK Fn14 block: inhibitors of TWEAK-Fn14 signaling, primary screen, luciferase reporter cells, uHTS. TWEAK-stimulated Fn14 reporter cells, luciferase luminescence, 8 h. 360,000 compounds, 2% hits. inhibition, % at 10 µM; in the data active = inhibition above about 50%
# SRC1 inh: SRC1 coactivator transcriptional activity inhibitors, primary screen, cell-based, luminescence; HEK293 GAL4-SRC1 luciferase reporter; AID 588354, 2011; Nuclear receptor coactivator 1 (Homo sapiens), Q15788; 360,000 compounds, 0.12% hits; inhibition, % at 3.6 µM;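 active = inhibition above the campaign mean plus 3 SD, with each screening campaign given its own cutoff, cut at about 60% in these data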;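 also: 0% = DMSO treated cells and 100% = gossypol at 36 µM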
# Target sequence (Q15788 whole entry, looked up, the tested form may be a part): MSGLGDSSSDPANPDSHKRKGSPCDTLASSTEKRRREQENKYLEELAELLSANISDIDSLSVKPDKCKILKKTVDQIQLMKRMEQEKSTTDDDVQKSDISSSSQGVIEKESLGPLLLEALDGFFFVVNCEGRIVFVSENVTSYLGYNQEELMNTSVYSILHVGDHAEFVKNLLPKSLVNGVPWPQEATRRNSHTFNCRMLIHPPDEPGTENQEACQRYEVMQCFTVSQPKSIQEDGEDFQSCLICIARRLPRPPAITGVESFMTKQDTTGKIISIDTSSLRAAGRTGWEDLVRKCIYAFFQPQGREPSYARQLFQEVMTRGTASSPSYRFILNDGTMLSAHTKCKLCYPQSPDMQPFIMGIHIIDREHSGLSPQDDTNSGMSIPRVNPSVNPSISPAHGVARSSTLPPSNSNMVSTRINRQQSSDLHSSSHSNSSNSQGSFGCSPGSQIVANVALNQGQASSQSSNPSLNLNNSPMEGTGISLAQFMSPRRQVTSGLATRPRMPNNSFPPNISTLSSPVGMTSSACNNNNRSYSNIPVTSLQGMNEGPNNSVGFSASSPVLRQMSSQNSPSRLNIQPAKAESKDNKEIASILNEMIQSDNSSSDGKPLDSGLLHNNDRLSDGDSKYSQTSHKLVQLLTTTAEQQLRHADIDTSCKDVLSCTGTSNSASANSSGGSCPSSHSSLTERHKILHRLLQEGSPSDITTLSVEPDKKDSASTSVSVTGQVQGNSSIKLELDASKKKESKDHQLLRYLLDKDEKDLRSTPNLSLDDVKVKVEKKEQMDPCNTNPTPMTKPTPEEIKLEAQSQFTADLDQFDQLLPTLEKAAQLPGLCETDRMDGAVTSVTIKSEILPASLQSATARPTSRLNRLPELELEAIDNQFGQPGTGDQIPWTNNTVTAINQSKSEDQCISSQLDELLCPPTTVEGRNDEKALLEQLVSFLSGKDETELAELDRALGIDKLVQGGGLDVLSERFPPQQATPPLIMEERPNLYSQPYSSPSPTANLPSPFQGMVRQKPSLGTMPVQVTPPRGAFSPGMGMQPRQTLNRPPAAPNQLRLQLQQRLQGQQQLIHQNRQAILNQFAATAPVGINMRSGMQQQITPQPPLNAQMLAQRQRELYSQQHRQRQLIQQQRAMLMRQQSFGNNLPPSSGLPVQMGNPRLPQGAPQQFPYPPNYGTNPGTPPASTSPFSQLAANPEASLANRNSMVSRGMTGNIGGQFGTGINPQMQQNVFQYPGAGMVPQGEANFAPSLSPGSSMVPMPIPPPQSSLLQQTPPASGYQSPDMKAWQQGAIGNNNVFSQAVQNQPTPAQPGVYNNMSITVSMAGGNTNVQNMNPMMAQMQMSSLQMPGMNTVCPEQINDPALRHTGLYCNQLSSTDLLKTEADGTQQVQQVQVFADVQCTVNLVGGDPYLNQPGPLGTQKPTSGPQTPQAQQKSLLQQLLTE
# NR5A2 inv ag: LRH-1 (NR5A2) inverse agonists, primary screen, cell-based, luminescence, HEK293T, StAR-luciferase reporter; Nuclear receptor subfamily 5 group A member 2 (Homo sapiens), O00482; LRH-1 transfected, 24 h; inhibition, % at 3.6 µM; 360,000 compounds, 0.13% hits;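 active = inhibition above the mean inhibition of all tested compounds plus 3 SD, cut at about 73% in these data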;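 also: 0% = DMSO wells and 100% = reporter-only cells lacking LRH-1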
# EBV LMP1 NFkB: EBV LMP1-driven NF-kappaB luciferase reporter inhibitors, primary screen, cell-based, luminescence, single point; LMP1-induced NF-kappaB luciferase reporter cells; 350,000 compounds, 0.69% hits; inhibition, % at 12.5 µM; in the data active = inhibition above about 41%;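 also: 0% = neutral control wells and 100% = reference inhibitor control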
# Shn3 inh set2: reduction of Shn3 3'UTR firefly luciferase signal, primary screen, Schnurri-3 inhibitor project, cell-based, Clone20 osteoblasts, set 2; Clone20 osteoblast Shn3 3'UTR firefly luciferase, 24 h; inhibition, % at 12.5 µM; 360,000 compounds, 0.52% hits;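 active = mean inhibition of at least 75% with every replicate also reaching 75%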;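 also: 0% = median of neutral control wells and 100% = pilot-screen positive control compound; some compounds past the cut are filed as inactive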
# SRC3 inh: SRC3 coactivator transcriptional activity inhibitors, primary screen, cell-based, luminescence | inhibition, % at 3.6 µM | 360,000 compounds, 0.17% hits | AID 588352, 2011 | HEK293 GAL4-SRC3 luciferase reporter | Nuclear receptor coactivator 3 (Homo sapiens), Q9Y6Q9;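 active = inhibition above a per-campaign cutoff, the mean of all compounds plus 3 SD, cut at about 60% in these data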;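 also: 0% = DMSO-treated cells and 100% = gossypol-treated cells at 36 µM; higher means less SRC3-driven luciferase light from the GAL4 reporter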
# TRAIL sens C8: viability loss with TRAIL in NB7+C8 cells, primary screen, TRAIL sensitizer project, cell-based, ATPlite luminescence. inhibition (viability loss, TRAIL sensitization), % at 10 µM. 360,000 compounds, 1% hits. AID 624354, 2012;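 active = compounds causing at least 50% loss of cell viability in the single-dose screen, relative to plate controls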
# NR2F2 inh: NR2F2 transcriptional activity inhibitors, primary screen, cell-based, luciferase reporter, HEK293T, luminescence; COUP transcription factor 2 (Homo sapiens), P24468; HEK293T NGFI-A luciferase reporter; inhibition, % at 8.6 µM; 370,000 compounds, 0.7% hits;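 active = inhibition above a per-plate cutoff, mean inhibition of test wells between control levels plus 3 SD, cut at about 38% in these data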;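 also: cells cotransfected with COUP-TFII expression vector driving the NGFI-A reporter; 0% = median of COUP-TF2 test wells and 100% = reporter-only cells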
# TROY signal inh: inhibitors of TROY-driven NF-kB signaling, primary screen, Q293 LMP1-TROYcd cells, NF-kB luciferase, uHTS. 360,000 compounds, 0.98% hits. inhibition, % at 10 µM. Q293 LMP1-TROYcd NF-kB luciferase reporter, 4 h;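 active = compounds whose plate-normalised and pattern-corrected inhibition of the luciferase reporter signal at the single screening dose is 50% or more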
# CF NFkB inh: inhibitors of PAF-induced NF-kB signaling, primary screen, cell-based, GFP fluorescence, uHTS; 360,000 compounds, 0.86% hits; KKLEB NF-kB-GFP reporter, GFP fluorescence overnight; inhibition, % at 5 µM; AID 588850, 2011;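 active = at least 50% inhibition at 5 µM, scaled per plate between neutral and stimulator controls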;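 also: PAF is a Pseudomonas aeruginosa culture filtrate used as stimulus; plate controls were PAF-stimulated DMSO wells for no effect and unstimulated DMSO wells for full effect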
# * hit, by the source's call; · = not tested or not shown. These rows are one share of the data; the hit share may differ from the screen's.
SMILES,KKLEB cytotox,TWEAK Fn14 block,SRC1 inh,NR5A2 inv ag,EBV LMP1 NFkB,Shn3 inh set2,SRC3 inh,TRAIL sens C8,NR2F2 inh,TROY signal inh,CF NFkB inh
CCN(CC)C(=O)c1[nH]cnc1C(=O)N[C@@H](Cc1ccccc1)C(=O)OC(C)(C)C,-4,-5,-1,4,5,1,8,-7,4,3,6
CCc1ccc2c(c1)cc(CN(C(=S)Nc1ccc(Cl)cc1)C1CC1)c1nnnn12,-20,-4,3,-3,14,-3,-12,-18,10,11,19
Cc1ccc(-c2c(C#N)c(N)nc3c2CCCCCC3)o1,-12,4,9,-31,3,19,7,-18,4,-6,21
CCCCOc1c(Br)cc(/C=C2\N=C(C)OC2=O)cc1OCC,-3,4,-7,-13,4,3,-1,8,-17,-19,-4
O=C(CCCN1C(=O)C2CCCCN2C1=O)N1CCN(c2ccc([N+](=O)[O-])cc2)CC1 (stereo not drawn),0,7,15,19,6,17,14,2,26,·,-3
O=c1n(Cc2ccc(Cl)cc2)c2sc3c(c2c2ncnn12)CCCC3,14,36,-4,2,19,63,-7,3,11,41,2
Cc1nn2c(-c3ccc(S(=O)(=O)N4CCN(C)CC4)o3)nnc2c2ccccc12,2,-38,-34,10,-16,0,-9,-5,-1,-20,-40
CCOc1ccc(N2C(=O)/C(=C/c3ccc(C)o3)N(C)C2=S)cc1,0,-19,-7,-8,-2,-4,-1,-3,-2,-3,0
COc1cccc(CN(Cc2ccccc2F)S(=O)(=O)c2ccc(S(=O)(=O)NCc3ccccc3)cc2)c1,-5,-18,7,-3,-7,9,20,-2,0,-1,6
COc1ccc2nc3oc(C(=O)N4CCN(c5cccc(C(F)(F)F)c5)CC4)cc3cc2c1,-40,26,4,-21,3,4,-4,6,-4,-42,45
CCC(c1nnnn1Cc1ccc(F)cc1)N1CCN(C2CCCCC2)CC1 (stereo not drawn),-2,8,2,20,-2,1,25,24,4,15,-6
Cc1cc(N(C)Cc2ccccc2)nc2cc(O)ccc12,-3,-39,-28,-2,8,8,-36,-30,6,-17,-16
COC(=O)c1ccc(OC)c(Cn2c(=O)n(C)c(=O)c3ccccc32)c1,-2,-25,-18,-1,-19,9,-4,-4,-10,1,23
Cc1cc(C)c(S(=O)(=O)NCCCn2ccnc2)c(C)c1,12,7,-10,-9,12,6,5,2,18,7,-11
CCOC(=O)Cn1nnnc1C,2,-32,1,-14,4,2,17,6,-3,-4,-8
CC1(C)CC(=O)C(C=NCCN2CCN(CCc3ccccc3)CC2)=C(O)C1,-3,-23,-10,-16,-3,15,-6,-12,13,15,4
COCCCN1CN=C(Nc2nc3ccccc3o2)NC1,6,14,-44,-41,-9,-66,-50,-6,-20,-43,-8
COC(=O)C1=C(C)NC(=O)/C1=C\c1cc(C)n(-c2cc(C)cc(C)c2)c1C,1,-11,-6,-12,5,0,-12,-13,8,23,-6
Cc1cccc(C)c1OC(=O)CN1C(=O)c2ccccc2C1=O,-1,5,5,-15,-1,18,3,-10,-27,25,-8
Cc1ccc(CNC(=O)c2ccc(S(=O)(=O)N(C)C)cc2)n1C,6,12,1,0,5,-20,-2,1,8,-3,-12
Cn1c2ccccc2c2cnn(CC(=O)Nc3cccc(F)c3)c(=O)c21,4,6,-3,-2,0,-7,-13,-1,-2,-19,-14
COc1ccc2cc(C3=CC(=O)CC(C)(C)C3=O)ccc2c1,2,-8,-50,-70,-29,-110,-57,14,-24,1,9
Cc1ccc(O)c(-c2cc(C(=O)NCc3ccc4c(c3)OCO4)[nH]n2)c1,9,-3,-19,-3,2,-6,11,-1,8,-15,-4
CN(CC1CCN(CCc2cccc(C(F)(F)F)c2)CC1)C(=O)c1ccccc1,-20,7,-6,-17,4,8,5,5,7,2,-5

# Brought forward from above: two entries, then new ones.
SMILES,KKLEB cytotox,TWEAK Fn14 block,SRC1 inh,NR5A2 inv ag,EBV LMP1 NFkB,Shn3 inh set2,SRC3 inh,TRAIL sens C8,NR2F2 inh,TROY signal inh,CF NFkB inh
Cc1ccc(O)c(-c2cc(C(=O)NCc3ccc4c(c3)OCO4)[nH]n2)c1,9,-3,-19,-3,2,-6,11,-1,8,-15,-4
CN(CC1CCN(CCc2cccc(C(F)(F)F)c2)CC1)C(=O)c1ccccc1,-20,7,-6,-17,4,8,5,5,7,2,-5
CCn1nc(C)c(CNC(=O)c2cc(COc3ccccc3SC)on2)c1C,1,-1,22,2,19,45,3,17,10,-11,0
CN(c1ccccc1)c1ccc(/C=C(\C#N)c2nnc3n2CCCCC3)cc1[N+](=O)[O-],-11,-40,-21,-16,12,-8,-10,46,11,-8,31
CC(C)Cc1ccc(S(=O)(=O)N2CCN(c3ccccn3)CC2)cc1,-1,0,12,-3,11,7,4,-21,4,0,2
Cc1cccc(N(CC(=O)NCCc2ccccc2)C(=O)CCC(=O)Nc2ccccn2)c1C,2,18,10,-7,-4,8,-3,-3,-8,-13,-27
COC(=O)c1csc(-c2ccc(CO)o2)n1,0,2,-23,-27,·,-26,-10,10,·,1,-12
OC(COC(c1ccc(F)cc1)c1ccc(F)cc1)CN1CCCC1 (stereo not drawn),0,-4,-13,8,-6,-10,-22,-5,-2,0,-8
CC(NC(=O)c1c(N)[nH]c(C(=O)c2ccccc2)c1-c1ccccc1Br)c1cccc2ccccc12 (stereo not drawn),·,5,·,-2,·,·,·,-2,-5,30,·
CCOC(=O)N1CCN(Cc2nc3c(c(=O)n(C)c(=O)n3C)n2Cc2ccccc2)CC1,7,-10,-14,3,-8,-15,-5,-9,4,6,-6
O=C(Nc1ccccc1)N1CCCN(Cc2ccccc2F)C1,10,1,-11,4,-6,-20,-4,-2,-16,·,-11
CN(CC(=O)Nc1cccc(F)c1)C(=O)CCC1CCCCC1,-20,-25,12,8,-1,-18,-100,-11,-17,-8,8
O=C(CSc1ccsc1[N+](=O)[O-])N1CCCCCC1,5,-2,-8,-18,4,-10,10,-2,0,-3,-1
O=C(NCCN1CCOCC1)c1c(O)nc2ccccn2c1=O,-2,3,-18,1,-8,0,-2,-13,-24,-10,9
COC(=O)[C@@H](N)CS,17,-12,-8,4,-5,-28,-10,-17,-2,7,-7
O=C(Nc1cccc(C(=O)N2CCCC2)c1)C1CCCC1,13,-9,8,-29,6,19,5,-9,-6,2,-3
O=C(Nc1ccccc1F)C1CCN(C(=O)NC2CCCCC2)CC1,1,0,2,-4,-6,10,-24,1,10,12,14
Cc1c(C(=O)N2CCC(N3CCSCC3)CC2)oc2c(F)cccc12,-4,-26,-10,-26,-11,-22,2,-3,-30,-13,32
CC1CCCN(C(=O)c2ccc3c(c2)OCCO3)C1 (stereo not drawn),-7,2,-32,-55,-5,-11,-23,-2,-11,-22,14
COCCN(C(=O)COC(=O)c1ccc(C)s1)c1c(N)n(Cc2ccccc2)c(=O)[nH]c1=O,12,9,3,-6,-8,3,-1,7,-5,-26,-6
O=P(Cc1cc(Br)cc(Br)c1OCCO)(c1ccccc1)c1ccccc1,-4,10,-5,17,10,0,22,4,19,3,-4
Cc1nn(C(C)C(=O)NCCCN2CCCC2)c(=O)c2nn(-c3ccccc3)c(C)c12 (stereo not drawn),-1,3,17,-15,0,10,5,-6,6,-40,6
COc1ccc(/C=C/C(=O)c2ccc3c4c(cccc24)CC3)cc1OC,-27,52*,-23,39,11,13,34,0,15,-7,28
Cc1ccc(CNC(=O)COC(=O)c2cncc(Br)c2)cc1,-1,-5,1,3,-6,17,14,24,-2,12,15
COc1cc(C2/C(=C(/O)c3ccc(OCC(C)C)cc3)C(=O)C(=O)N2CCN(C)C)ccc1O (stereo not drawn),10,4,-5,2,5,20,-8,3,8,-8,-4
COc1ccc(S(=O)(=O)NCc2ccco2)c2ccccc12,-16,5,-4,21,-6,14,1,-19,1,-17,1
CCCCOc1ccc(Cl)cc1CSc1n[nH]c(C)n1,5,11,11,-10,4,20,16,1,11,-20,-4
C/C(CC(=O)Nc1ccccn1)=N\NC(=O)c1ccc([N+](=O)[O-])cc1Cl,10,3,-19,11,-5,-8,1,17,1,-7,-23
Oc1[nH]c2ccccc2c1C=Nc1ccccc1,4,-13,-70,-129,-72,-120,-62,18,-46,-52,-3
COc1ccc(-n2nnc3c(=O)n(CC(=O)NCC4CCCO4)cnc32)cc1 (stereo not drawn),4,8,6,-23,19,-15,15,9,12,-1,-3
Cc1cc(OCC(=O)N2CCCC2)cc(C)c1Cl,-2,-12,-26,-35,-9,-9,-8,17,-10,1,0
COCCNC(=O)c1ccc2c(=O)n(Cc3ccco3)c(SCC(=O)Nc3ccc(OC)cc3OC)nc2c1,-2,0,-5,25,7,9,15,-6,1,-2,7
Cn1c(CC(=O)c2ccc(Br)cc2)[n+](C)c2ccccc21,-4,7,-3,6,-6,-16,14,10,2,1,8
COc1ccc(C(=O)N2CCN(C(=O)c3ccco3)CC2)cc1,5,4,-1,14,-3,2,12,2,-8,-18,10
CCCOc1ccc(C(=O)Nc2cc(S(=O)(=O)N3CCOCC3)ccc2N2CCOCC2)cc1,-6,-5,-4,7,1,-3,-11,2,-10,1,4
COc1cc([N+](=O)[O-])ccc1NC(=S)Nc1cccc(C(=O)O)c1,2,-13,16,4,-4,0,5,-2,-14,-55,-16
COc1ccc(/C=N/NC(=O)C[n+]2ccccc2)c(OC)c1,-6,11,10,-2,0,-9,9,-1,11,8,-14
CCn1c(COc2ccc(Cl)c(C)c2)nnc1SCC(=O)N1CCCC1,-8,12,8,13,8,4,-2,9,-16,7,10
Cc1ccc(S(=O)(=O)N2CCC(=O)N(CCOCc3cccc(C)c3)CC2)cc1,2,1,2,8,-1,18,-8,-14,5,-10,8
CCCn1c(SCC(=O)NCc2ccco2)nc2c1c(=O)n(C)c(=O)n2C,7,8,2,-6,5,-32,-1,-2,-3,7,-20
Cc1nnsc1C(=O)NC1CCCc2c1cnn2-c1cc(F)cc(F)c1 (stereo not drawn),12,-2,5,0,-1,-19,5,-21,5,-17,-8
COc1ccc(N(CCC#N)C(=O)/C(C#N)=C\c2cccs2)cc1,-9,-1,1,3,5,-9,27,-10,11,2,-14
CC(=O)N1C(c2ccccc2O)C[C@]2(C)CC(=O)NC12 (stereo partly drawn),2,12,10,20,-6,-13,18,-2,3,1,10
COc1ccc(OC)c(NC(=O)Cn2cnc3c(cnn3-c3ccccc3)c2=O)c1,-10,-10,-6,2,12,19,-11,-4,6,9,-7
